KinaseGlo FLuc – Counterscreen for Luciferase (Kinase-Glo TM) Inhibition. Potency, µM (highest dose often 38.3 µM), inactives show top-dose activity change, negative = inhibition, actives largely listed as inhibitors. Kinase-Glo luciferase, ATP luminescence, 8 min. AID 1379, 2008. 200,000 tested, 0.28% active. Luciferin 4-monooxygenase (Photuris pensylvanica), Q27757; note: potency is the fitted concentration of half-maximal effect; % is set by controls: 0 for no effect and ±100 for the full control effect; nearly all actives have a fitted effect of over 60% in size
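Compound is pinned into ATP-containing buffer (10 uM ATP, imidazole pH 7.2, 7 mM MgCl2). Kinase-Glo luciferase reagent is then added. Light output is recorded following an 8-min room-temperature incubation.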
IMPase Li inh – qHTS Assay for Identifying the Cell-Membrane Permeable IMPase Inhibitors: Potentiation with Lithium. CHO-M1 cells, IP1 TR-FRET (IP-One), carbachol + lithium. Potency, µM (top dose mostly 59.4 µM), for the others: top-dose activity, negative = IMPase inhibition, hits mostly inhibitors. 210,000 tested, 0.35% active. AID 1457, 2008;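 note: IP1 builds up when IMPase is blocked and the TR-FRET signal falls; potency is the fitted concentration of half-maximal effect; plate controls were basal vehicle for no effect and high inhibitor control for full effect; nearly all actives have a fitted effect of over 50% in size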
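CHO-M1, 2000 cells/well, 16–30 h culture; cpd + low Li+, 30 min 37C; lysis with d2-IP1/Eu-anti-IP1 Ab, 10 min RT; TR-FRET 665/620 ratio and 620 channel; AC50 via Hill.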
CBFb-RUNX1 inh – qHTS Assay for Compounds Blocking the Interaction Between CBF-beta and RUNX1 for the Treatment of Acute Myeloid Leukemia | AID 1477, 2009 | 230,000 tested, under 10 active | AlphaScreen CBFb-His/RUNX1-biotin binding, biochemical | Potency, µM (titrated, usually from 59.8 µM), without a hit: top-dose activity, negative = inhibition, usual class: inhibitors; note: % of control where 0% means no effect
Target sequence (Q01196 whole entry, looked up): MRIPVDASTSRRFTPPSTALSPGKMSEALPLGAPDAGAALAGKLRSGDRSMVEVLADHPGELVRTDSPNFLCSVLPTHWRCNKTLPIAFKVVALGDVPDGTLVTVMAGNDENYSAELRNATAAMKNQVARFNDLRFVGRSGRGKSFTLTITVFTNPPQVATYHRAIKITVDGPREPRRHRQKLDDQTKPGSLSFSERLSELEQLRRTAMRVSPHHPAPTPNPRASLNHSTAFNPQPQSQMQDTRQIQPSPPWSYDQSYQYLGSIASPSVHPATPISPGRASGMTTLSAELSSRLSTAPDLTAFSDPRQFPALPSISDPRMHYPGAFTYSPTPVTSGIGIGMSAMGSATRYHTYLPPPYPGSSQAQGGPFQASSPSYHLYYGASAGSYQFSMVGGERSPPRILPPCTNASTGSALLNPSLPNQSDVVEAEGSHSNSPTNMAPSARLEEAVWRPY
Target sequence (Q13951 whole entry, looked up): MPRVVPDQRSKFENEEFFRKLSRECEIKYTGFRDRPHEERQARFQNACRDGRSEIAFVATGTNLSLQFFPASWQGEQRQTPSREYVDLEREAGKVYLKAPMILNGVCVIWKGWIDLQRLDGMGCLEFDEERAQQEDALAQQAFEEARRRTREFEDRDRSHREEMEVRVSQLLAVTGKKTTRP
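Interaction loss through any mechanism counts as activity. Pre-formed complex of His-CBF-beta and biotin-RUNX1 (30 nM apiece) is incubated with compound 15 min, then with 50 ng nickel and 50 ng streptavidin beads for 90 min before AlphaScreen detection.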
Epigenetic reg – Quantitative High-Throughput Screen for Regulators of Epigenetic Control. murine LDR cells, GFP reporter derepression, 30 h. 280,000 tested, 0.2% active. Potency, µM (doses to about 53.9 µM), for inactives: at the highest dose GFP activation, actives largely listed as activators. AID 1865, 2009; note: potency is the fitted concentration of half-maximal effect; % of control where 0% means no effect; nearly all actives have a fitted effect of over 60% in size
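Reporter derepression read as number of fluorescent GFP-positive objects, 20-120 um in size, counted by laser-scanning cytometer. Mouse LDR line with an epigenetically silenced CMV-GFP locus; compound incubation 30 h, 37 C.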
NPSR antag – qHTS Assay for Antagonists of the Neuropeptide S Receptor: cAMP Signal Transduction; Q6W5P4; CHO-NPSR cells, cAMP TR-FRET, antagonist mode; Potency, µM (top dose mostly 38.3 µM), without a hit: at the highest dose activity change, negative = inhibition, actives largely listed as inhibitors; 220,000 tested, 1% active; AID 1461, 2008; note: potency is the fitted concentration of half-maximal effect; % is set by controls: 0 for no effect and ±100 for the full control effect; nearly all actives have a fitted effect of over 50% in size; many of its hits are not listed in these tables
Target sequence (Q6W5P4 whole entry, looked up): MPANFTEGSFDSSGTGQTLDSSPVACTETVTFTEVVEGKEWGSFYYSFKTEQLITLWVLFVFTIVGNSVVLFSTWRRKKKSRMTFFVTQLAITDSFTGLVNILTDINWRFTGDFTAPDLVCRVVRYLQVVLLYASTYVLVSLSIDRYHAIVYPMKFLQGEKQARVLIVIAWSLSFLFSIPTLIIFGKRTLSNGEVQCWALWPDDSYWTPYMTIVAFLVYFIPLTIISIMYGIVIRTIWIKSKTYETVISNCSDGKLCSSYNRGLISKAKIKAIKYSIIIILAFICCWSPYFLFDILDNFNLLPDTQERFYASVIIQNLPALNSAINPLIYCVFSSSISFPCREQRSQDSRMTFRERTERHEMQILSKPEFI
HTT aggregate – qHTS Multiplex Assay to Identify Dual Action Probes in a Cell Model of Huntington: Aggregate Formation (GFP); PC12 HttQ103-GFP aggregates, Acumen cytometry, 40 h; Potency, µM (highest dose often 46.1 µM), for inactives: at the highest dose activity change, negative = inhibition, usual class: inhibitors; 220,000 tested, 1.1% active; AID 1688, 2009; note: potency is the fitted concentration of half-maximal effect; % is set by controls: 0 for no effect and ±100 for the full control effect; nearly all actives have a fitted effect of over 60% in size
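Aggregates are detected as GFP objects 1–25 µm with signal 6 STDEV over background in lysates of induced PC12 cells. These carry Huntingtin exon 1 with 103 glutamines fused to GFP under an ecdysone promoter; compounds titrated.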
Lamin A splicing – qHTS Assay for Modulators of Lamin A Splicing; AID 1487, 2009; 200,000 tested, 0.01% active; Potency, µM (series often up to 46.1 µM), inactives show at the top dose ratio change, negative = inhibition, actives largely listed as inhibitors; HeLa LMNA splicing GFP/RFP minigene ratio, 48 h; active = well fitted inhibition curve with a large enough effect in the signal ratio, with a control signal flat, not every such curve was filed as active; inconclusive = small, poorly fitted or top-dose-only effect, or effect the other way, or a change in a side signal; the % refers to the signal ratio; note: potency is the fitted concentration of half-maximal effect; % is set by controls: 0 for no effect and ±100 for the full control effect
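S3 HeLa cells stably expressing lamin A-EGFP splicing minigene plus DsRed2, 600 cells/well, 48 h compound exposure at 37C. Laser-scanning cytometry; analysed as GFP (500-530 nm)/RFP (575-640 nm) total intensity ratio; 0.5% DMSO vehicle.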
* hit, by the source's call; ? = inconclusive; / = not tested or not shown; & = joins results of further samples; [ ] = another dose, or the depositor's remark. Unless noted, calls come from the whole dose curve; as a rule, active = well fitted curve in the direction sought with a large enough effect; inconclusive = small, poorly fitted or top-dose-only effect, or another doubt; inactive = no such curve, though single readings can be large; an effect the other way counts as inactive or inconclusive.

Second line of a record – KinaseGlo FLuc	IMPase Li inh	NPSR antag	Lamin A splicing	HTT aggregate	Epigenetic reg	CBFb-RUNX1 inh
- COc1ccc(CNC(=O)CN(c2ccc(OC)cc2)S(=O)(=O)c2c(C)nn(C)c2C)cc1
 : 12%	-15%	3%	?	-1%	-0.9%	?
- CCOC(=O)CSc1nnc(-c2ccc(S(=O)(=O)N3CCC(C)CC3)cc2)o1
 : 10%	-4%[38.3 µM]	26%[46.1 µM]	5%	1%	-1.6%	7%
- COc1ccc(NC(=O)C(c2ccc(OC)cc2)N(C)C(=O)CC2NC(=O)NC2=O)cc1 (configuration not stated)
 : 2%	0%	18%	?	-17%	-1.1%	8%
- Cc1ccc(-c2nnn(CC(=O)N(c3ccccc3F)C(CC(C)C)C(=O)NCC3CCCO3)n2)cc1 (configuration not stated)
 : -3%	14%[38.3 µM]	?	13%	-3%	0.0%	2%
- O=C(Nc1ccccc1O)c1c(O)c2c([nH]c1=O)CCCC2
 : -3%	-1%	-30%	-7%[46 µM]	/	0.0%	-6%
- CCn1cc(S(=O)(=O)CC(=O)NC2CCCCC2)c2ccccc21
 : -4%	0%[38.3 µM]	-9%[46.1 µM]	0%	6%	-1.0%	-1%
- CN1CCC(N(C)C(=O)NC2CCCCC2)CC1
 : 2%	-1%	15%	-11%[46 µM]	-7%	-2.3%	2%
- Cc1c(/N=C(\[O-])Nc2ccc(Br)cc2)sn[n+]1C
 : /	/	1%	/	21%[9.22 µM]	1.8%	15%
- CCCOc1c(Cl)cc(C(=O)NC)cc1OC
 : 0%	-9%	5%	?	-4%[9.22 µM]	0.3%[10.1 µM]	5%
- COC(=O)c1cc2c(-c3ccccc3)c(C)c3ccccn3c-2c1C(=O)OC
 : 1%	-19%[38.3 µM]	?	?	8%	1.0%	/
- CNC(=S)N(Cc1ccc2c(c1)OCO2)C1CC(=O)N(c2ccc(F)cc2)C1=O (configuration not stated)
 : 0%	0%[38.3 µM]	-17%[46.1 µM]	-10%	8%	3.8%	11%
- O=C(C1CCCO1)N1CCN(C(c2ccccc2)c2ccccc2)CC1 (configuration not stated)
 : 0%	6%[38.3 µM]	-7%[46.1 µM]	4%	20%	-2.1%	11%
- CN(c1ccccc1C(=O)Nc1ccc2c(c1)OCCO2)S(C)(=O)=O
 : 2%	-1%	1%[46.1 µM]	-7%	-8%	-0.8%	1%
- C=CCNCCOCCOc1ccc(Cl)cc1C(C)(C)C
 : -2%	-3%	-3%	3%	4%	-1.6%	-2%
- CC[n+]1ccccc1/C=C/Nc1ccccc1
 : 0%	13%	20%	/	16%[9.22 µM]	5.6%	8%

Not a retest: an excerpt of the list.
Second line of a record – KinaseGlo FLuc	IMPase Li inh	NPSR antag	Lamin A splicing	HTT aggregate	Epigenetic reg	CBFb-RUNX1 inh
- C=CCNCCOCCOc1ccc(Cl)cc1C(C)(C)C
 : -2%	-3%	-3%	3%	4%	-1.6%	-2%
- CC[n+]1ccccc1/C=C/Nc1ccccc1
 : 0%	13%	20%	/	16%[9.22 µM]	5.6%	8%

(further entries)
Second line of a record – KinaseGlo FLuc	IMPase Li inh	NPSR antag	Lamin A splicing	HTT aggregate	Epigenetic reg	CBFb-RUNX1 inh
- CCCCCCCC/C=C\CCCCCCCC(=O)OC[C@@H](O)COP(=O)(O)O
 : -1%	-12%&-6%	/	/	/	0.0%&-1.1%	3%&17%
- NC(=O)c1ccc(-n2c(CCC(=O)O)ccc2-c2cccs2)cc1
 : /	-6%	26%	/	8%	2.7%	-4%
- CCOc1cc(Br)c(C(=O)O)cc1OCC
 : 5%	33%[38.3 µM]	-7%[46.1 µM]	5%	-13%	3.2%	4%
- COC(=O)C1=NNC2C(=O)N(c3ccc(C)cc3)C(=O)C12 (configuration not stated)
 : -1%	-11%	15%	-7%[46 µM]	-8%	-0.5%	-5%
- COc1ccc(Nc2ncnc3ccc([N+](=O)[O-])cc23)c(OC)c1
 : -2%	-14%	-5%	/	?	-1.2%	-14%
- O=C(c1ccc(S(=O)(=O)NCC2CCCO2)cc1)N1CCc2ccccc21 (configuration not stated)
 : 3%	24%[38.3 µM]	-11%[46.1 µM]	?	-7%	-2.1%	4%
- COC(=O)C1CCN(Cc2cn(-c3ccccc3)nc2-c2ccc3c(c2)OCO3)CC1
 : -2%	4%	12%	1%[46 µM]	0%[9.22 µM]	-4.9%	-14%
- COc1ccc(Cl)cc1NC(=S)NCCN1CCOCC1
 : 5%	-7%	0%	?	0%[9.22 µM]	-2.3%	5%
- Cc1nc2ccccc2cc1C(=O)N/N=C/c1cccc([N+](=O)[O-])c1
 : 0%	2%	1%	5%	3%	0.6%	-4%
- O=C(CCN1C(=O)c2ccccc2C1=O)Nc1ccc(-c2nc3ccccc3s2)cc1
 : /	/	7%[46.1 µM]	-6%	-27%	0.9%	1%
- Cc1ccc(CN(CCO)CCO)cc1
 : 0%	10%	-1%	/	-13%	-5.6%	11%
- O=C(O)C1CC(=O)N(C2CCCCC2)C1c1ccccc1 (configuration not stated)
 : 17%	16%[38.3 µM]	-7%[46.1 µM]	?	0%	-3.1%	5%
- CCOC(=O)Cn1c(CCC(=O)O)ccc1-c1ccc(F)cc1
 : 0%	4%	-4%[46.1 µM]	-10%	-24%	-1.0%	-6%
- CC(C)CCNC(=O)CN(CC1CCCO1)C(=O)CCC(=O)Nc1ccccn1 (configuration not stated)
 : 2%	11%[38.3 µM]	4%[46.1 µM]	-3%	-11%	1.7%	1%
- CCOC(=O)C1CCN(S(=O)(=O)c2c(C)n[nH]c2C)CC1
 : 2%	2%	-6%[46.1 µM]	-10%	5%	-8.3%	6%
- O=C(O)c1ccc(Br)c(S(=O)(=O)N2CCCC2)c1
 : 7%	-10%[38.3 µM]	-6%[46.1 µM]	0%	9%	-1.7%	-3%
- CC(C)(C)OC(=O)NCCCC[C@H](NC(=O)c1nc[nH]c1C(=O)N1CCc2ccccc2C1)C(=O)OC(C)(C)C
 : /	/	-34%	/	-28%[9.22 µM]	1.6%	18%
- COCCn1cc(C(=O)c2cc(Br)ccc2O)cc(C#N)c1=O
 : -1%	1%	4%	5%[46 µM]	-19%	0.0%	-1%
- CSC(=Nc1ccccc1)C(C#N)c1nc2ccccc2[nH]1 (configuration not stated)
 : /	/	-3%	/	-28%[9.22 µM]	-1.1%	-6%
- CCc1ccc(C2c3[nH]c4ccccc4c3CCN2C(=O)CNC(N)=O)cc1 (configuration not stated)
 : /	-3%	33%	/	-8%[9.22 µM]	-0.1%	7%
- CC(=O)Nc1ccc(C)c(NC(=S)Nc2ccc(F)cc2)c1
 : /	/	1%	2%[46 µM]	-4%[9.22 µM]	4.3%	18%
- O=C(NC1CCS(=O)(=O)C1)c1cccc(S(=O)(=O)N2CCOCC2)c1 (configuration not stated)
 : -1%	8%[38.3 µM]	-7%[46.1 µM]	-1%	14%	1.1%	4%
- COc1ccc(/C=N/NC(=O)c2ccoc2C)cc1O
 : -17%	4%	18%	?	?	1.1%	25%
- CCC(C)NC(=O)COc1ccc(S(=O)(=O)N2CCOCC2)cc1 (configuration not stated)
 : -3%	5%[38.3 µM]	-4%[46.1 µM]	5%	28%	-2.9%	0%
- C#CCOCCOCCOCCNc1nc(N2CCN(C(=O)[C@H]([C@@H](C)O)n3cc(CCCCN)nn3)CC2)nc(N2CCN(C(=O)[C@H](Cc3ccc(O)cc3)n3cc(CCO)nn3)CC2)n1
 : -2%	-7%	12%	3%	13%	-0.6%	2%[2.36 µM]
- C=CCC(=O)OCC(=O)Nc1ccc(Oc2ccccc2)cc1
 : 1%	5%[38.3 µM]	-10%[46.1 µM]	13%	-9%	2.0%	6%
- COc1ccc(Nc2nc(NC(C)(C)C)nc(N3CCCC3)n2)c(OC)c1
 : 14%	11%[38.3 µM]	?	?	?	0.4%	-28%
- CC(C)(C)OC(=O)NCCC(=O)N/N=C/c1cccc2cccnc12
 : /	/	2%	/	14%[9.22 µM]	0.0%	-23%
- Cc1ccc(/C=C/C(=O)Nc2ccc(N(C)C)cc2)o1
 : 8%	23%	-20%	1%	5%	-4.8%	?
- C/C(=N\NC(=O)c1ccc(F)cc1)c1cccc(NC(=O)c2ccco2)c1
 : 0%	3%[38.3 µM]	-5%[46.1 µM]	-4%	8%	-1.1%	3%
- CCN1C(=O)C(CC(=O)Nc2ccccc2)S/C1=N\c1ccccn1 (configuration not stated)
 : 3%	-6%	0%	6%[46 µM]	5%	2.6%	-2%
- COc1ccc(C(C(=O)NCc2ccccc2)N(Cc2ccco2)C(=O)c2cnccn2)cc1 (configuration not stated)
 : -1%	3%	-7%	?	-20%[9.22 µM]	1.1%	0%
- CCC1CCCCN1C(=O)COC(=O)c1n[nH]c2ccccc12 (configuration not stated)
 : 0%	14%[38.3 µM]	?	-2%	9%	-0.4%	4%
- COc1ccc(C2C(C(=O)O)CCC(=O)N2c2ccc(OC)cc2)cc1 (configuration not stated)
 : -2%	14%[38.3 µM]	2%[46.1 µM]	8%	4%	-0.8%	0%
- O=C1NC(c2ccccc2)=NC1(NS(=O)(=O)c1ccccc1)C(F)(F)F (configuration not stated)
 : 0%	16%[38.3 µM]	-11%[46.1 µM]	1%	-8%	-1.1%	-2%
- O=C(Nc1ccc(Cl)cn1)c1ccc(COCC(F)(F)C(F)F)o1
 : 4%	32%[38.3 µM]	-14%[46.1 µM]	-14%	1%	0.4%	10%
- O=C1c2cccnc2C(O)N1C1CCCCC1 (configuration not stated)
 : 1%	-9%[38.3 µM]	12%[46.1 µM]	-5%	5%	1.1%	-2%
- COc1ccc(S(=O)(=O)N2CCOC2CNC(=O)C(=O)NCc2cccnc2)cc1OC (configuration not stated)
 : /	/	8%	/	1%[9.22 µM]	1.5%	10%
- COc1ccc(C(=O)N2CCN(Cc3nc(CC4CC4)no3)CC2)cc1
 : 4%	-2%	-8%	19%[46 µM]	-1%[9.22 µM]	0.1%	3%
- COc1cccc(Cn2nnc(C(=O)Nc3cc(C)ccc3OC)c2N)c1
 : 8%	25µM*	-26%[46.1 µM]	6%	8%	9.4%	1%
- COC(=O)Nc1ccc(S(=O)(=O)N2CCN(C)CC2)cc1
 : 0%	-14%[38.3 µM]	-4%[46.1 µM]	-5%	2%	0.0%	5%

Screening results: PubChem BioAssay, National Center for Advancing Translational Sciences (NCATS)

Some of the compounds tested (hit frequency here may not be typical).
